Bioassay records deposited in PubChem BioAssay by several laboratories.
WT yeast gro inh: growth inhibition of WT yeast, mitochondrial fusion screen | inhibition, % at 10 µM | actives 2.1% (n = 190,000) | mitochondrial fusion phenotypic screen, WT strain | AID 1362; in the data active means inhibition above about 58%; tested in S. cerevisiae
Yfh1-depleted yeast: mitochondrial function rescue without frataxin homolog – Friedreich's ataxia, plus single-dose screen, dose response (AID 1465) | actives 0.074% (n = 220,000) | S. cerevisiae Yfh1-off respiration, WST-1 reduction, 72 h; higher fold induction means a stronger effect | fold induction at 50 µM, or EC50 in µM where a hit was titrated;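 active means fold induction of absorbance versus untreated yeast above a set limit, then at least 30% activation at any dose in follow-up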;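 further: activators that raise dye reduction in frataxin-depleted yeast; strong numbers were not always called active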
HEK293 NOD2/NF-kB: inhibition of NOD2-driven NF-kB reporter – cell-based, luminescence, uHTS, HEK293 (AID 1566); HEK293 NOD2/NF-kB luciferase reporter, luminescence; higher % means a stronger effect; one-dose inhibition, % at 4 µM; EC50 in µM for titrated hits; actives 0.63% (n = 290,000); in the data active means inhibition above about 50%; further: many of its hits are not listed in these tables
Hep lipid drop: modulators of hepatic lipid droplet formation; AML12 mouse hepatocytes, oleate lipid droplets, BODIPY imaging; inhibition, % at 6.5 µM; actives 0.4% (n = 240,000);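 active means lipid droplet intensity inhibited by at least 50%, with more than 500 cells counted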
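Assay system: AML12 hepatocytes (mouse) / Also added: 100 µM oleic acid challenge / Times: overnight treatment with compound plus oleate / Detection: high-content imaging of BODIPY-stained droplets and DAPI nuclei / Evaluation: % inhibition of lipid droplet signal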
Autophagy HCS: modulators of autophagy. MEF GFP-LC3 puncta imaging; test concentration mostly 10 µM. calls only at 10 µM (by protocol). actives 0.98% (n = 190,000). AID 463193;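 active means percentage of spot-positive cells more than 3 SD above its plate mean, without a fluorescence outlier flag or 80% toxicity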;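 further: spot-positive cell cutoff set from DMSO-treated cells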
MT stabilizer: stabilizes microtubules in HeLa cells. HeLa tubulin immunostaining HCS, 24 h; share of cells brighter than vehicle mean+2SD. % tubulin-high responders, % at 10 µM. actives 0.83% (n = 200,000). AID 2205;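 active means plate Z-score above 3 for both tubulin-high and condensed-nucleus cell shares, with cell loss under 80%, at 10 µM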;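 further: anti alpha tubulin signal scored within the nucleus-defined area of each cell; some results filed as inactive read as strong as hits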
b-catenin transl: beta-catenin nuclear translocation modulation. nuclear translocation activity, % at 5 µM. actives 0.3% (n = 190,000). HeLa beta-catenin nuclear translocation, immunofluorescence imaging;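 active means nuclear translocation activity above 50% at 5 µM, with a well cell count of 50 or more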;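 further: per-cell ratio of nuclear to cytoplasmic median beta-catenin stain intensity; plate controls were DMSO negative control for no effect and GSK-3 inhibitor IX positive control for full effect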
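Test system: human HeLa cells, endogenous beta-catenin. Times: 24 h compound exposure, 37°C. Measured by: beta-catenin immunofluorescence imaging with DAPI.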
Dynein transport: blocks dynein driven cargo transport along microtubules. 3617.4 mouse cells, GR-EGFP nuclear translocation imaging; test concentration mostly 20 µM; stimulated with dexamethasone, 1 µM; hits give low values. z-score, hits read low. actives 0.47% (n = 220,000). AID 1381;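 active means plate z-score of nuclear minus cytoplasmic receptor signal below a set negative limit, without overly bright fluorescence or cell loss, cut at about -3.5 in these data, passing the limit was not always enough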;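 further: z-score of nuclear minus cytoplasmic ring GR-EGFP intensity difference per well; some compounds called inactive have numbers as strong as hits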
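Buffer or medium – tet-free medium with charcoal-stripped serum · Signal – automated 10x imaging of fixed Hoechst-stained cells · Also added – dexamethasone agonist, 1.0 µM final, for 30 min · Incubation – induction 48 h, compound 1 h, agonist 30 min · Read-out – GR-EGFP nuclear translocation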
Insulin prom up: MIN6 insulin promoter up-regulation; MIN6 insulin promoter-GFP reporter, high-content imaging; hits give high values; z-score at 5 µM; actives 0.3% (n = 190,000); AID 1625;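 active means z-score above 3 at 5 µM with at least 500 cells counted in the well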
WT yeast gro inh mutant strain: further read-out of WT yeast gro inh, marked with its call; inhibition, %; mitochondrial fusion phenotypic screen, mutant strain inhibition
Dynein transport cytoplasmic EGFP: recorded beside Dynein transport, whose call it bears; z-score; measured here: cytoplasmic GR-EGFP intensity; hits give high values
Dynein transport nuclear GR-EGFP: also measured in Dynein transport; calls as there; z-score; measured here: nuclear GR-EGFP intensity;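 lower value marks the stronger effect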
Dynein transport cell count: further read-out of Dynein transport, marked with its call; z-score; measured here: cell count per field
Insulin prom up cell count: recorded beside Insulin prom up, whose call it bears; cell count; measured here: cytotoxicity, nuclei count;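 total cells summed across four imaged fields per well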
Hep lipid drop cells 6.5 µM: further read-out of Hep lipid drop, marked with its call; cell count; measured here: cell count, cytotoxicity flag;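 cells counted across two imaged fields per well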
b-catenin transl cell count 5 µM: also measured in b-catenin transl; calls as there; cell count; measured here: cell count, cytotoxicity flag
MT stabilizer Hoechst-high %: further read-out of MT stabilizer, marked with its call; % Hoechst-high responders; measured here: nuclear condensation Hoechst responders;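 share of cells brighter than vehicle mean plus two SD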
MT stabilizer cytotoxicity %: further read-out of MT stabilizer, marked with its call; toxicity, %; measured here: cytotoxicity by cell density;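 0% = mean cell density of plate MIN control wells and 100% = no cells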
Autophagy HCS cell loss 18 h: recorded beside Autophagy HCS, whose call it bears; toxicity, %; measured here: cell loss, nuclei count;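 cell loss after 18 h compound exposure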
* = called active by the depositor; i = inactive; nt = no result given. These rows are one share of the data; rates above refer to the full screens.

SMILES	WT yeast gro inh	WT yeast gro inh mutant strain	Yfh1-depleted yeast	HEK293 NOD2/NF-kB	Hep lipid drop	Hep lipid drop cells 6.5 µM	Autophagy HCS	Autophagy HCS cell loss 18 h	MT stabilizer	MT stabilizer Hoechst-high %	MT stabilizer cytotoxicity %	b-catenin transl	b-catenin transl cell count 5 µM	Dynein transport	Dynein transport cytoplasmic EGFP	Dynein transport nuclear GR-EGFP	Dynein transport cell count	Insulin prom up	Insulin prom up cell count
CCOc1cc(N2CCOCC2)c(OCC)cc1NC(=O)Cn1[nH]c(=O)c2ccccc2c1=O	4	21	i	0%	-3	720	i	5	1.9	2.2	9.5	-3.6	1222	0.54	-0.24	0.55	-0.4	nt	nt
Cc1ccc(S(=O)(=O)N2CCCC2C(=O)NCc2ccc3c(c2)OCO3)cc1 (stereo not drawn)	-5	-6	i	-12%	2	747	i	-11	3.5	1.7	5.6	-0.9	1036	-0.11	-0.32	0.24	0.5	0.25	1474
O=[N+]([O-])c1cc(C(F)(F)F)ccc1Sc1nccn1Cc1ccccc1	34	57	i	3%	nt	nt	i	-10	2.4	1.5	1.1	-3.2	1442	0.028	-0.2	-0.3	-0.16	1.1	1468
CCOc1ccccc1C(=O)NC(CO)C(=O)O (stereo not drawn)	13	15	i	7%	-6	775	i	-9	1.5	1.7	8.6	-0.5	1104	-0.84	-0.21	-0.29	0.77	-0.64	907
COc1ccc(CCN(C)CC(O)c2ccccc2)cc1OC (stereo not drawn)	-1	4	i	-2%	2	666	i	3	2.6	3.7	8.0	1.7	1000	-0.078	2.6	0.77	0.45	-0.31	1199
CCOC(=O)C1CCCN(C(=O)c2ccccc2Oc2ccccc2)C1 (stereo not drawn)	16	9	i	6%	nt	nt	i	-8	4.2	2.7	4.3	-6.8	1011	0.58	-0.25	0.38	0.91	-0.54	1242
CN1CCN(S(=O)(=O)c2ccc3[nH]cc(C(=O)O)c(=O)c3c2)CC1	7	5	i	0%	nt	nt	i	17	4.9	3.1	2.9	-0.5	1401	1	-0.16	0.61	-1.8	-0.12	1232
Cc1ccc(C(=O)NC(=S)Nc2cc(C(F)(F)F)ccc2Cl)cc1	7	11	i	12%	nt	nt	i	-3	1.7	2.5	5.0	-2.5	1285	0.67	-0.23	0.09	0.2	0.48	1262
CC(C)(C)C(=O)Nc1ccccc1C(=O)Nc1cccnc1	18	-1	i	20%	nt	nt	i	-4	2.3	1.4	0.2	-1.9	1099	-0.015	-0.2	0.38	0.9	0.13	1232
O=C(NC1CCCCC1)c1cccnc1C(=O)O	44	34	i	18%	nt	nt	i	-24	2.1	4.4	17	-1.7	1348	1.7	-0.21	0.98	-0.047	0.5	1185
CCOC(=O)C1=C(N)Oc2cc(C)n(CCc3ccc(OC)c(OC)c3)c(=O)c2C1c1cccnc1 (stereo not drawn)	0	1	i	10%	nt	nt	i	-11	4.4	2.5	1.2	-8.0	947	-0.96	-0.35	-0.77	0.99	nt	nt
CCN1c2ccccc2N(C)C1(C)c1ccccc1 (stereo not drawn)	33	29	i	19%	12	602	i	16	3.4	1.6	6.7	0.3	1123	-3.3	1.7	-1.9	-1.7	-1	579
Cc1ccccc1CN1CCN(C/C=C/c2ccccc2)CC1	10	22	i	-17%	-7	803	i	6	1.1	1.4	8.5	nt	nt	0.13	-0.4	0.26	-0.32	0.3	845
Cc1ncc(CSc2nc3ccccc3[nH]2)c(N)n1	0	5	i	0%	-8	541	i	-4	2.5	2.3	19	nt	nt	-0.24	-0.21	0.0077	1.4	0.27	1215
O=C(NCCc1ccccc1)Nc1cccc(Cl)c1	26	-4	i	-29%	-19	512	i	19	3.6	4.0	4.0	-0.4	892	-0.61	-0.3	-0.61	0.63	nt	nt
CCOc1cc(/C=C2/C(=O)N(c3ccccc3)N=C2C)ccc1OC(=O)c1ccco1	23	25	i	14%	nt	nt	i	6	1.5	1.2	1.5	-1.2	1356	0.01	-0.22	-0.19	-0.27	-0.21	1511
CC(C)(C)C(=O)NC(=S)Nc1cc(C(=O)O)ccc1Cl	8	13	i	2%	0	779	i	-8	1.9	1.5	6.7	-2.9	1137	-1	-0.085	-0.29	0.37	0.07	1294
Cc1ccc(NC(=O)c2cc([N+](=O)[O-])ccc2N2CCCC2)cc1	-7	-2	i	7%	-46	672	i	17	7.6	1.6	27	0.5	1475	0.49	-0.29	0.54	0.19	-0.4	1421
COc1cc(/C=C2\SC(=O)N(c3ccc(Cl)cc3)C2=O)cc([N+](=O)[O-])c1O	47	-2	i	21%	7	709	i	-7	3.0	1.1	5.5	0.4	1416	0.48	-0.33	0.15	-0.37	-1.2	1208
CC(=O)N(CCN1CCOCC1)Cc1cc2cc3c(cc2nc1Cl)OCO3	-14	16	i	22%	-7	737	i	8	2.0	3.1	8.6	-1.9	979	-0.6	-0.32	-0.36	0.85	0.65	1629
COc1ccccc1NC(=O)N1c2ccccc2NC(=O)CC1C (stereo not drawn)	nt	nt	i	10%	6	659	nt	nt	nt	nt	nt	-4.6	1118	0.25	-0.068	0.064	-0.59	0.2	1317
N=C1c2ccccc2CN1c1ccc(N2CCOCC2)c(S(=O)(=O)Nc2ccc(Cl)cc2)c1	nt	nt	i	10%	-3	718	nt	nt	nt	nt	nt	-0.8	1154	-0.09	-0.12	-0.12	0.61	-0.44	1301
COc1ccc(/C=C2\SC(=O)N(CC(=O)NNC(=O)c3ccccc3O)C2=O)cc1	17	2	i	-57%	-9	677	i	-5	1.9	2.8	3.0	-5.5	563	-0.88	-0.29	-0.73	0.83	0.56	1338
Nc1cc(N)nc(CS)n1	nt	nt	i	1%	-15	640	nt	nt	nt	nt	nt	-0.2	1339	0.38	0.12	-0.16	0.78	0.06	1186
COc1ccc(OCC(O)CNC(=O)Nc2cccc3ccccc23)cc1 (stereo not drawn)	nt	nt	i	21%	nt	nt	nt	nt	nt	nt	nt	-0.7	1314	-0.015	-0.28	-0.23	0.73	1.2	1414
COC(=O)Cc1ccc(NC(=O)c2ccc(C)c(C)c2)cc1	5	-2	i	-48%	nt	nt	i	8	2.7	2.3	6.6	nt	nt	-0.71	-0.25	-0.38	0.67	-0.16	751
CCOC(=O)c1c(C)nc2sc3c(=O)[nH]cnc3c2c1-c1ccc(OC)cc1	-5	-5	i	-20%	-20	643	i	1	5.8	2.8	6.8	nt	nt	1.2	-0.18	0.9	-1.7	-0.42	1280
COc1cccc(Cl)c1NC(=O)N1CCc2c([nH]c3ccccc23)C1C(F)(F)F (stereo not drawn)	nt	nt	i	-6%	7	738	nt	nt	nt	nt	nt	-0.8	1114	-0.65	-0.17	-0.34	1.1	-1	1423
CN(C)c1ccc(-c2noc(-c3ccccc3O)n2)cc1	nt	nt	i	-221%	nt	nt	i	24	6.3	2.5	5.1	4.4	1374	0.51	-0.023	0.46	-0.058	0.44	1442
CC(=O)Oc1cccc(N2C(=O)C3C4C=CC(C4)C3C2=O)c1 (stereo not drawn)	9	12	i	-10%	nt	nt	i	1	6.2	3.7	8.9	nt	nt	-0.085	-0.3	0.31	0.15	0.5	1173
O=C(CN1CCCCCCC1)NC(=O)NC1CCCCC1	-6	-4	i	5%	-1	691	i	1	2.9	2.6	1.4	-2.5	1104	0.22	-0.33	0.13	0.15	0.16	1359
COc1ccc(/C=N/Nc2nnc(Cc3ccccc3)c(=O)[nH]2)cc1OC	nt	nt	i	24%	0	681	nt	nt	nt	nt	nt	0.4	1318	-0.47	-0.29	-0.64	1.9	-0.16	1391
CC(=O)NC(CC(=O)O)c1ccccc1 (stereo not drawn)	nt	nt	i	3%	12	683	nt	nt	nt	nt	nt	-0.8	1313	-0.99	-0.26	-0.35	1.4	0.06	1143
C/C(=N/NC(=O)c1cccs1)c1cccs1	nt	nt	i	-85%	-1	755	nt	nt	nt	nt	nt	1.1	1252	-0.5	-0.28	0.38	0.48	nt	nt
O=c1c2c([nH]c3ccc(Br)cc13)CCCC2	nt	nt	i	14%	nt	nt	nt	nt	nt	nt	nt	-0.7	1163	nt	nt	nt	nt	-0.3	1051
CC(=O)Nc1ccc(NC(=S)Nc2ccccc2)cc1	5	-22	i	-3%	2	668	i	-28	2.0	1.7	5.2	-1.3	1031	-0.83	-0.14	-0.51	-0.011	0.5	1946
COc1ccccc1/C=C1\SC(=S)N(Nc2nc(C)cc(C)n2)C1=O	-4	12	i	10%	nt	nt	i	-19	2.4	2.8	3.4	-1.1	1386	0.87	-0.22	1	-0.086	-0.11	1558
CCC1CCCCN1CC(=O)c1c(C)[nH]c2ccccc12 (stereo not drawn)	0	17	i	14%	nt	nt	i	43	1.3	1.5	11	0.7	789	-0.75	-0.18	-0.33	0.6	nt	nt
CCOC(=O)N1N=C(c2ccc(OC)cc2)CC1(O)C(F)(F)F (stereo not drawn)	-20	-25	i	-73%	12	728	i	-15	3.1	1.6	6.9	-0.4	999	0.5	0.04	0.55	-0.54	-0.39	1453

For convenience, some entries already given:
SMILES	WT yeast gro inh	WT yeast gro inh mutant strain	Yfh1-depleted yeast	HEK293 NOD2/NF-kB	Hep lipid drop	Hep lipid drop cells 6.5 µM	Autophagy HCS	Autophagy HCS cell loss 18 h	MT stabilizer	MT stabilizer Hoechst-high %	MT stabilizer cytotoxicity %	b-catenin transl	b-catenin transl cell count 5 µM	Dynein transport	Dynein transport cytoplasmic EGFP	Dynein transport nuclear GR-EGFP	Dynein transport cell count	Insulin prom up	Insulin prom up cell count
CCC1CCCCN1CC(=O)c1c(C)[nH]c2ccccc12 (stereo not drawn)	0	17	i	14%	nt	nt	i	43	1.3	1.5	11	0.7	789	-0.75	-0.18	-0.33	0.6	nt	nt
CCOC(=O)N1N=C(c2ccc(OC)cc2)CC1(O)C(F)(F)F (stereo not drawn)	-20	-25	i	-73%	12	728	i	-15	3.1	1.6	6.9	-0.4	999	0.5	0.04	0.55	-0.54	-0.39	1453
